Tb PYK inh: blocks Trypanosoma brucei pyruvate kinase; TbPYK enzyme, Kinase-Glo Plus ATP luminescence, 45 min; Potency, µM (top dose mostly 76.8 µM), without a hit: top-dose activity, negative = inhibition, actives largely listed as inhibitors; 410,000 compounds, 0.12% hits; AID 624173; active = well fitted inhibition curve with a large enough effect; inconclusive = small, poorly fitted or top-dose-only effect; note: nearly all actives have a fitted effect of over 50% in size
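In this concentration-response screen, enzyme-free wells defined baseline while DMSO plates tracked drift. Each reaction combined TbPYK, substrate, compound and 130 uM ADP for 45 min at room temperature. Kinase-Glo Plus luminescence gave the signal.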
Starred values were filed as active, the others as inactive; ? = inconclusive. % is set by controls: 0 for no effect and ±100 for the full control effect; potency is the fitted concentration of half-maximal effect. These rows are one share of the data; rates above refer to the full screens.

cpd	molecule	Tb PYK inh
1	OC[C@H]1O[C@H](c2nc(-c3nc(-c4cccs4)no3)cs2)C[C@@H]1O	-1%
2	Cc1ccc(C(C#N)=Cc2ccc3c(c2)OCO3)cc1	-7%
3	C[N+]1(CC2COC(c3ccccc3)(c3ccccc3)O2)CCCCC1 (stereo unspecified)	-4%
4	CC(C)C#Cc1ccc2c(c1)O[C@@H](CN(C)S(=O)(=O)c1cn(C)cn1)[C@@H](C)CN([C@H](C)CO)S2(=O)=O	-4%
5	C=CCNC(=S)N1Cc2cc(Br)ccc2-n2nncc2C1	5%
6	O=C(NCCCN1CCOCC1)c1cccc(S(=O)(=O)N2CCc3ccccc32)c1	-15%
7	COCCCN1C(=O)C(CC(=O)NCc2cccs2)CC(C(=O)N(C(C)C)C(C)C)=C1C (stereo unspecified)	0%
8	CC(C)c1ccc(NC(=O)Nc2nc(C(C)N)cs2)cc1 (stereo unspecified)	4%
9	N#CC(C#N)=NNc1ccc2cn[nH]c2c1	-14%
10	CC#CC[C@@H](C)[C@@H](O)/C=C/[C@H]1[C@H]2c3cccc(CCCC(=O)O)c3O[C@H]2C[C@@H]1O	-3%
11	COc1ccc(OC)c(NC(=O)C2(C)CCN2Cc2ccsc2)c1 (stereo unspecified)	-3%
12	CC(C)(C)n1nnnc1C(C1CC1)N1CCN(C/C=C/c2ccccc2)CC1 (stereo unspecified)	-1%
13	CCCCC(=O)N(C)c1c(C)nc2ccc(C(=O)N(C)Cc3ccco3)cn12	-3%
14	CCCCCC(=O)N1C[C@@H](n2cc(C3CC3)nn2)[C@H](O)C[C@@H]1c1ccc(OC)cc1	-5%
15	O=C(c1csnn1)N1CCC2(CCCN(c3ccncc3)C2)CC1	0%
16	CC1(C)OC(=O)C2=C(CC(CCc3ccccc3)OC2c2ccccc2)O1 (stereo unspecified)	1%
17	O=C(CCN1C(=O)c2ccccc2C1=O)c1cnc[nH]1	5%
18	CN1CCN(C(=O)C[C@H]2C[C@H]3c4cc(NC(=O)NC5CCCCC5)ccc4O[C@H]3[C@@H](CO)O2)CC1	-5%
19	COc1cc(CCN(C(=O)c2cc3ccccc3[nH]2)C(c2ccccn2)c2nc3ccccc3[nH]2)cc(OC)c1 (stereo unspecified)	-7%
20	O=S(=O)(c1cccc(C(F)(F)F)c1)N1CCN(S(=O)(=O)c2ccc3c(c2)OCCO3)CC1	-2%
21	CCOc1ccccc1NC(=O)c1cc2ccccc2o1	-3%
22	O=C(c1ccc(N2C(=O)c3ccccc3C2=O)cc1)N1CCN(S(=O)(=O)c2ccccc2F)CC1	-1%
23	COCC(=O)N1CCC2(CCCN(Cc3ccccc3)C2)CC1	-1%
24	Cc1c(C(=O)NCc2ccc(F)cc2)sc(=O)n1Cc1ccccc1	-3%
25	COc1ccc(CN2C[C@@H](CO)O[C@@H](n3cnc4c(NCCCO)ncnc43)C2)cc1	5%
26	CC(=O)CC1c2cc(F)ccc2C=C(c2ccsc2)N1c1ccc(-c2cccnc2)cc1 (stereo unspecified)	2%
27	Cc1ccc(S(=O)(=O)N(C)C[C@@H]2OCc3ccccc3-c3c(n(C)c4ccccc34)C(=O)N([C@H](C)CO)C[C@@H]2C)cc1	2%
28	O=c1oc(=S)oc2c1[C@H](c1ccc(Cl)cc1)O[C@H](C1CCCC1)C2	0%
29	CN(CC(=O)NCc1cccs1)CC(=O)Nc1ccccc1Cl	2%
30	O=[N+]([O-])c1ccc(CN2CC(N3CCC(c4ccccc4)CC3)CS2(=O)=O)cc1 (stereo unspecified)	0%

Retrieved by compound from above:
cpd	molecule	Tb PYK inh
29	CN(CC(=O)NCc1cccs1)CC(=O)Nc1ccccc1Cl	2%
8	CC(C)c1ccc(NC(=O)Nc2nc(C(C)N)cs2)cc1 (stereo unspecified)	4%
3	C[N+]1(CC2COC(c3ccccc3)(c3ccccc3)O2)CCCCC1 (stereo unspecified)	-4%
25	COc1ccc(CN2C[C@@H](CO)O[C@@H](n3cnc4c(NCCCO)ncnc43)C2)cc1	5%
16	CC1(C)OC(=O)C2=C(CC(CCc3ccccc3)OC2c2ccccc2)O1 (stereo unspecified)	1%
24	Cc1c(C(=O)NCc2ccc(F)cc2)sc(=O)n1Cc1ccccc1	-3%
6	O=C(NCCCN1CCOCC1)c1cccc(S(=O)(=O)N2CCc3ccccc32)c1	-15%

Reformatted: results already given
19: COc1cc(CCN(C(=O)c2cc3ccccc3[nH]2)C(c2ccccn2)c2nc3ccccc3[nH]2)cc(OC)c1 (stereo unspecified)
- Tb PYK inh: -7%

20: O=S(=O)(c1cccc(C(F)(F)F)c1)N1CCN(S(=O)(=O)c2ccc3c(c2)OCCO3)CC1
- Tb PYK inh: -2%

The list goes on.
cpd	molecule	Tb PYK inh
31	OC[C@@H]1CN(CCNc2ccccc2)C[C@H](n2cnc3c(NCc4ccncc4)ncnc32)O1	3%
32	COc1ccc2c(CN3CCCCCCC3)cc(=O)oc2c1	-8%
33	C[C@H](CO)N1C[C@H](C)[C@@H](CN(C)Cc2ccccn2)Oc2ncc(Br)cc2C1=O	9%
34	O=C(NCCN1CCC2(CC1)C(=O)NCN2c1cccc(F)c1)c1ccc2ccccc2c1	-5%
35	OCCN1CCN(c2ncnc3c2ncn3[C@H]2CN(Cc3ccco3)C[C@@H](CO)O2)CC1	-5%
36	Cn1ccc2c(N3CCCCC3)cc3c(c21)C1CCC3C1 (stereo unspecified)	-5%
37	CC(C)C[C@H]1CN(CCCC[C@H]2CNC(=O)C(=O)N2CCc2ccccc2)C(=O)C(=O)N1CCC1CCCCC1	0%
38	COc1cccc(C(O)c2nc(-c3ccccc3OC)cs2)c1 (stereo unspecified)	2%
39	CC(=O)Nc1cc(-c2ccc(F)cc2)cn2c(-c3ccc(F)cc3)cnc12	-3%
40	CCOc1ccc(Cl)cc1-c1cc(C(=O)NCc2cc(C(F)(F)F)cc(C(F)(F)F)c2)[nH]n1	-11%
41	O=C(NC1CCCCC1)N1Cc2cc(N3CCOCC3)ccc2-n2nncc2C1	8%
42	COc1ccc(-n2ncc3c(SCC(=O)OC(C)C)ncnc32)cc1	0%
43	COc1ccc(NC(=O)c2cc(C3CCCCN3C(=O)C3CCCCC3)on2)c(C)c1 (stereo unspecified)	1%
44	Cc1ccc2c(c1)C1(SC(C)C(=O)N1c1ccc(Cl)cc1)C(=O)N2 (stereo unspecified)	-2%
45	OC(c1ccccc1)c1nc(-c2cnc3ccccc3c2)cs1 (stereo unspecified)	-2%
46	O=C(COC(=O)c1cncc(Br)c1)Nc1ccc(S(=O)(=O)N2CCOCC2)cc1	-9%
47	CCCCNC(=O)C1(C)CCCCN1C(=O)c1ccc(F)cc1Cl (stereo unspecified)	1%
48	CCCN(C)C1CN(Cc2cn(Cc3cc(C)cc(C)c3)nn2)S(=O)(=O)C1 (stereo unspecified)	2%
49	COCCNc1ncnc2c1ncn2[C@H]1CN(CCN2CCOCC2)C[C@@H](CO)O1	0%
50	Cc1ccc(Cn2c(C)c(C(=O)NCc3cccs3)sc2=O)cc1	2%
51	CCCS(=O)(=O)NC(=O)C1(C)CCN(C(=O)Cc2ccc(OC)cc2)C1 (stereo unspecified)	3%
52	COc1nc(C)cnc1NS(=O)(=O)c1cccnc1-c1ccc(-c2nnco2)cc1	0%
53	NS(=O)(=O)c1ccc(CCNC(=O)C2CCCN2C(=O)c2cccs2)cc1 (stereo unspecified)	-7%
54	CCOC(=O)CCC1(C(=O)OC)C(=O)CCCCCC=C1C(=O)OC (stereo unspecified)	-7%
55	COCCn1c(=O)c(-c2ccc(Cl)cc2)nc2cnc(Oc3ccc(OC)cc3)nc21	-5%
56	COc1cc(C=NNc2ccccc2)ccc1OC(=O)c1ccccc1	0%
57	COc1ccccc1C1NC(=O)NC(C)=C1C(=O)OCC1CCCCC1 (stereo unspecified)	-1%
58	O=C(NCc1ccccn1)c1ccccc1OCc1ccccc1Cl	5%
59	CN(Cc1ccccc1)C(=O)c1ccc(Nc2nc(C(N)COCc3ccccc3)cs2)nc1 (stereo unspecified)	0%
60	CCOC(=O)C1=CCN(S(=O)(=O)c2ccc(C)cc2)C1c1cccs1 (stereo unspecified)	-6%
61	Cc1cc(NC(=O)C(C)SCC(=O)Nc2ccc(C(=O)OC(C)C)cc2)no1 (stereo unspecified)	-4%
62	N#Cc1cccc(NC(=O)N2CC[C@@]3(CCCN(C(=O)c4csnn4)C3)C2)c1	1%
63	COc1ccccc1CNc1nc(Nc2ccccc2-n2cccn2)c2sccc2n1	-8%
64	COCC(=O)N1CCC2(CC1)CN(C(=O)Nc1cccc(C#N)c1)C2	-4%
65	CCN(CC)C(=O)c1cccc(-c2csc(C(O)c3cccc(OC)c3)n2)c1 (stereo unspecified)	2%
66	CC(O)(c1cccc(F)c1)c1nc(-c2cccc(C#N)c2)cs1 (stereo unspecified)	0%
67	COc1ccc(C(=O)Nc2cccc(NC(C)=O)c2)cc1	-11%
68	CC1=C(C(=O)N(C(C)C)C(C)C)CC(CC(=O)NCCc2ccccn2)C(=O)N1CCCN1CCCC1=O (stereo unspecified)	-6%
69	Cc1ccc(-n2c(-c3ccc(Br)cc3)n[nH]c2=S)c(C)c1	?
70	COc1ccc(C(=O)N2CCC3(CC2)CN(c2ccccn2)C3)cc1	2%
71	Cc1ccc(S(=O)(=O)Nc2ccccc2C=NNC(=O)c2ccncc2)cc1	4%
72	CC(=O)Nc1cc(-c2ccc(C(=O)N3CCOCC3)cc2)cn2c(-c3ccc(S(C)(=O)=O)cc3)cnc12	4%
73	O=C(c1cnccn1)N1CCC2(CC1)CCN(c1ncccn1)CC2	-5%
74	C[C@H]1CN([C@@H](C)CO)C(=O)CCCn2cc(nn2)CO[C@@H]1CN(C)C(=O)c1ccc(N2CCN(C)CC2)cc1	4%
75	O=C(c1c(F)cccc1Cl)N(Cc1ccco1)C1CCS(=O)(=O)C1 (stereo unspecified)	3%
76	CCOC(=O)C1(C)CCCN1C(=O)c1ccc(C(F)(F)F)nc1C (stereo unspecified)	3%
77	CCOc1ccc(/C=C/C(=O)N(CC)CC(=O)Nc2c(F)cccc2F)cc1OC	-7%
78	C[C@@H]1CN(CC(=O)Nc2ccc3c(c2)Cc2cccc(-c4cc(=O)cc(N5CCOCC5)o4)c2S3)C[C@H](C)O1	0%
79	CC1(C(=O)Nc2cnc3ccccc3c2)CCN1C(=O)CCc1ccccc1 (stereo unspecified)	1%
80	COc1ccccc1Cc1c(-c2ccc(C)cc2)nc2ccc(Br)cn12	3%
81	Cc1[nH]c2ccccc2c1/C=N\NC(=O)c1ccccc1Cl	2%
82	O=C(Nc1cccc2ccccc12)c1ccc2sc([C@@H]3O[C@H](CO)[C@@H](O)[C@H]3O)nc2c1	0%
83	Cc1cc(Cl)ccc1NC(=O)/N=C1/NC(=O)CS1	5%
84	COC(=O)[C@]12CCCCC=C1N(Cc1ccccc1)C(=O)[C@H](CC(=O)N1CCCCC1)C2	6%
85	CC1(C(=O)NCc2ccccc2)Cc2c(-c3ccc(C(N)=O)cc3)ccnc2O1 (stereo unspecified)	1%
86	CC1(C(=O)NS(=O)(=O)c2ccc3ccccc3c2)CCN1C(=O)Cc1ccc(Cl)cc1Cl (stereo unspecified)	2%
87	Cc1noc(C)c1S(=O)(=O)N(C)C[C@@H]1OCc2cnnn2CCCC(=O)N([C@H](C)CO)C[C@@H]1C	-2%
88	COc1ccc(NC(=O)C2Cc3c(-c4ccccc4)ccnc3O2)cc1OC (stereo unspecified)	-12%
89	COc1ccccc1N(C)S(=O)(=O)c1ccc(C(=O)NCCCN2CCCC2=O)cc1	-9%
90	COc1ccc(OC)c(NC(=O)c2ccccc2OC(C)=O)c1	11%

(next part)
cpd	molecule	Tb PYK inh
91	COc1ccc(C(=O)N2CCC3(CCCN(c4ccccc4)C3)CC2)cc1	10%
92	COc1cccc(C(C)(O)c2nc(-c3ccc(C)c(C)c3)cs2)c1 (stereo unspecified)	-1%
93	CCOC(=O)C1=CCN(S(=O)(=O)c2ccccc2C)C1c1ccc(Cl)c(Cl)c1 (stereo unspecified)	4%
94	Cc1cc(Cl)ccc1C(O)c1ncc(-c2ccc3ccccc3c2)[nH]1 (stereo unspecified)	3%
95	CC1(C(=O)Nc2cccc(Oc3ccccc3)c2)CCN1Cc1cc2ccccc2o1 (stereo unspecified)	-7%
96	CCNC(=O)C1(C)CCN(C(=O)c2ccc3ccccc3c2)C1 (stereo unspecified)	4%
97	COc1ccc2nc(N(CCN(C)C)C(=O)c3ccc4ncsc4c3)sc2c1	-29%
98	C[C@@H]1CN([C@@H](C)CO)C(=O)CCCn2cc(nn2)CO[C@H]1CN(C)S(=O)(=O)c1cn(C)cn1	7%
99	C[C@@H]1CCCCO[C@H](CN(C)Cc2ccc(C(F)(F)F)cc2)[C@H](C)CN([C@@H](C)CO)C(=O)c2cc(NC(=O)Cc3ccccc3)ccc2O1	6%
100	CCCn1cnnc1CNC(=O)[C@H]1O[C@@H](n2cnc3c(N)ncnc32)[C@H](O)[C@@H]1O	-3%
101	CN(C)CCNC(=O)c1cccc(-c2cnc3c(NC=O)cc(-c4cccc(F)c4)cn23)c1	-9%
102	OC[C@@H]1CN(Cc2ccc(Cl)cc2)C[C@H](n2cnc3c(NC4CC4)ncnc32)O1	6%
103	O=C(Oc1ccc(=O)[nH]n1)c1ccccc1	-2%
104	C(=C\c1ccccc1)/CN1CCN(C(c2nnnn2C2CCCCC2)C2CC2)CC1 (stereo unspecified)	2%
105	CC(C)C[C@@H](COCc1ccc([N+](=O)[O-])cc1)N1CCN(C(=O)c2ccc(C(F)(F)F)cc2)CCC1=O	-10%
106	O=S1(=O)CCN(Cc2ccncc2)CC1	8%

Copied from the list:
Tb PYK inh with no. 94 stands at 3%
Tb PYK inh with no. 96 stands at 4%
Tb PYK inh with no. 93 stands at 4%
